High-throughput results as filed in PubChem BioAssay.
SENP8 block-1 – SENP8 protease inhibition | hit rate 1.2% among 330,000 | inhibition, % at 10 µM | purified SENP8, Z-RLRGG-aminoluciferin cleavage, luminescence | Q96LD8 | AID 2540; in the data active = inhibition above about 50%
HKDC1 inhibitor – HKDC1 (human) hexokinase inhibition; hit rate 0.16% among 340,000; AID 493160; inhibition, % at 20 µM; recombinant HKDC1, G6PDH/diaphorase resazurin coupled fluorescence;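 active = inhibition above about 35% when tested at 20 µM, limit read from the data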;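 note: plate controls were DMSO wells with enzyme for no effect and DMSO wells lacking enzyme for full effect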
Target sequence (Q2TB90 whole entry, looked up): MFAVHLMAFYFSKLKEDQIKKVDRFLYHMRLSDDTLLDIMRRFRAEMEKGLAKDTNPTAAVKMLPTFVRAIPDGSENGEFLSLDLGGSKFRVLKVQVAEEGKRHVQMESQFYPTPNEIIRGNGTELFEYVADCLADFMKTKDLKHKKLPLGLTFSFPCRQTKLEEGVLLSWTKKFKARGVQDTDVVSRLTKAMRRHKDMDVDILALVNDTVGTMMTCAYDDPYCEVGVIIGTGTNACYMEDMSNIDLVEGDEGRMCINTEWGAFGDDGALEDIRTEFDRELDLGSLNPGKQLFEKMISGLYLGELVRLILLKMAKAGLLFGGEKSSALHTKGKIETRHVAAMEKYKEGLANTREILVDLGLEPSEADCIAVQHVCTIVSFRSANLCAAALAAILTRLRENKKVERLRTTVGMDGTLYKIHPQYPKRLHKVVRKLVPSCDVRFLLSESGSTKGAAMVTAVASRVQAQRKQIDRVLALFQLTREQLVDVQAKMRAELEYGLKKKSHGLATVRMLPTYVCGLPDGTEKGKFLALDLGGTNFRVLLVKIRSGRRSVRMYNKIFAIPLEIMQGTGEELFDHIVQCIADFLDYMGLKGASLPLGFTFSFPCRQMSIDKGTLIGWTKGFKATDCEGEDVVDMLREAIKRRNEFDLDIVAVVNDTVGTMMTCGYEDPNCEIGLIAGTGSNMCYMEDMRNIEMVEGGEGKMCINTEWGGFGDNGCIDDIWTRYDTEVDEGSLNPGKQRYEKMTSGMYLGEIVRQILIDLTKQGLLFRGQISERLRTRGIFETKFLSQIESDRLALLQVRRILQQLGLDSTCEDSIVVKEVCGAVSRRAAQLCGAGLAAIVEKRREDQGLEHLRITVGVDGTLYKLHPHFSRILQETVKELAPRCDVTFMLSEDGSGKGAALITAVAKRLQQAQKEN
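Test system: Recombinant HKDC1 (HK5) hexokinase enzyme, produced in-house | Input: HKDC1 at 5 µg/mL | Buffer or medium: Tris pH 8.0 buffer with MgCl2, Tween-20, BSA, BME | Schedule: 90 min reaction incubation at room temperature, dark | Technique: Resazurin-to-resorufin fluorescence via G6PDH and diaphorase coupling, 525/613 nm | Controls: DMSO wells with and without enzyme mix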
Apaf-1 inh – blocks human Apaf-1 apoptosome activity; O14727; inhibition, % at 20 µM; hit rate 0.71% among 330,000; reconstituted apoptosome caspase-3 activity, DEVD-Rh110 fluorescence; active = inhibition of at least 40% at 20 µM;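 note: plate controls were DMSO wells for no effect and DEVD-CHO caspase inhibitor wells for full effect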
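Material: reconstituted apoptosome with Apaf-1, cytochrome c, caspase-9, procaspase-3, dATP. Technique: Rh110 fluorescence intensity. Buffer or medium: pH 7.5 Hepes buffer with CHAPS, BSA, DTT. Times: 30 min plus 50 min, RT.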
NALP3 yeast inh – blocks the NALP3 inflammasome reconstituted in yeast; inhibition, % at 10 µM; Yeast reconstituted NLRP3/ASC/caspase-1, beta-gal luminescence, 24 h; hit rate 0.39% among 330,000;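 active = inhibition of 50% or more; inactive = inhibition below 50%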;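 note: plate controls were induced DMSO wells for no effect and uninduced yeast grown without galactose for full effect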
PfGluPho inh – PfG6PD (Plasmodium falciparum) enzyme inhibition. PfGluPho enzyme, NADPH resazurin-diaphorase fluorescence. inhibition, % at 20 µM. hit rate 0.78% among 350,000. AID 504690;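 active = inhibition reaching at least a set limit at 20 µM in the primary screen, cut at about 59% in these data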;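 note: 0% = DMSO wells with substrate and 100% = DMSO wells lacking glucose-6-phosphate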
SENP7 inh – inhibitors of human SENP7 protease. Q9BQF6. recombinant SENP7, Z-RLRGG-aminoluciferin luminescence, 40 min. inhibition, % at 5 µM. hit rate 1.5% among 330,000;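 active = inhibition above about 50% at the single test dose, limit read from the data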;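 note: plate controls were DMSO with enzyme for no effect and no enzyme buffer wells for full effect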
SENP8 block-2 – blocks human SENP8 cleavage of Nedd8 substrate | AID 602440 | recombinant SENP8, Nedd8 substrate fluorescence | hit rate 0.64% among 360,000 | inhibition, % at 20 µM; in the data active = inhibition mostly above about 40%, no sharp cut-off; inactive = mostly below about 27%
SENP6 inh – inhibitors of human SENP6 protease | Q9GZR1 | Recombinant SENP6 catalytic domain, aminoluciferin luminescence | inhibition, % at 10 µM | hit rate 1.8% among 330,000;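 active = inhibition above about 50% at the single tested dose, limit read from the data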;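 note: plate controls were DMSO wells with enzyme for no effect and DMSO wells lacking enzyme for full effect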
SENP1 FRET inh – blocks the human SENP1 SUMO protease catalytic domain | Q9P0U3 | inhibition, % at 10 µM | AID 624204 | recombinant SENP1 catalytic domain, CyPet-SUMO1-YPet FRET cleavage | hit rate 0.21% among 360,000;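 active = inhibition at least 30% at 10 µM, raw YFP signal under a set limit, fluorescence ratio 0.5 to 1.5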;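 note: 0% = enzyme with DMSO and 100% = no enzyme wells; some results filed as inactive read as strong as hits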
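Test system: hSENP1 catalytic domain, recombinant; Amount: 20 pM final SENP1 enzyme; Medium: Tris pH 8 buffer plus EDTA, NaCl, BME, BSA, NP40, catalase; Schedule: 50 min enzyme reaction, room temperature, light-protected; Technique: FRET fluorescence in CFP and YFP emission channels; Controls: no-enzyme wells low, DMSO-plus-enzyme wells high control.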
* hit, by the source's call; nt = no result given. Outcome played no part in choosing rows, and some 4.1% of all compounds hit somewhere here.

The first seven compounds (preview)
SMILES,PfGluPho inh,SENP8 block-1,HKDC1 inhibitor,SENP1 FRET inh,NALP3 yeast inh,SENP8 block-2,SENP7 inh,SENP6 inh,Apaf-1 inh
COc1cc(/C=C2\C(=O)N(c3ccccc3)N=C2C)ccc1Oc1ccc([N+](=O)[O-])cc1[N+](=O)[O-],34.4,nt,16.3,2.4,nt,57.6*,nt,nt,nt
COc1ccccc1OCC(=O)Nc1cccc(S(=O)(=O)NC2=NCCCCC2)c1,5.0,-1.3,-5.9,0.9,14.1,-8.2,-4.6,0.3,2.9
C[C@@H]1CC=C[C@H]2[C@H]1C(=O)N(Cc1ccccc1)[C@H]2c1ccc(C(F)(F)F)cc1,5.0,-6.9,1.9,2.3,10.2,5.8,11.7,-12.5,19.6
CCOC(=O)N1c2ccccc2C=CC1OCC (stereo not given),nt,4.0,nt,nt,2.9,nt,-0.7,-0.7,-8.4
COc1ccc(C)cc1NC(=O)C1CCN(C(=O)C2CC(=O)N(c3ccc(C)cc3)C2)CC1 (stereo not given),3.1,0.8,-0.7,3.1,-4.7,12.1,7.7,-15.3,0.2
CC(=O)Nc1c(Br)cc2c(c1Br)Cc1cc([N+](=O)[O-])ccc1-2,-11.1,nt,-2.8,4.9,nt,19.0,nt,nt,nt
CCN1C(=O)/C(=C/c2ccc(OCc3ccc(C(=O)O)cc3)c(Cl)c2)NC1=S,-23.7,6.7,7.4,-104.4,11.8,18.4,-2.8,13.1,4.2

Main list, repeating the preview:
SMILES,PfGluPho inh,SENP8 block-1,HKDC1 inhibitor,SENP1 FRET inh,NALP3 yeast inh,SENP8 block-2,SENP7 inh,SENP6 inh,Apaf-1 inh
COc1cc(/C=C2\C(=O)N(c3ccccc3)N=C2C)ccc1Oc1ccc([N+](=O)[O-])cc1[N+](=O)[O-],34.4,nt,16.3,2.4,nt,57.6*,nt,nt,nt
COc1ccccc1OCC(=O)Nc1cccc(S(=O)(=O)NC2=NCCCCC2)c1,5.0,-1.3,-5.9,0.9,14.1,-8.2,-4.6,0.3,2.9
C[C@@H]1CC=C[C@H]2[C@H]1C(=O)N(Cc1ccccc1)[C@H]2c1ccc(C(F)(F)F)cc1,5.0,-6.9,1.9,2.3,10.2,5.8,11.7,-12.5,19.6
CCOC(=O)N1c2ccccc2C=CC1OCC (stereo not given),nt,4.0,nt,nt,2.9,nt,-0.7,-0.7,-8.4
COc1ccc(C)cc1NC(=O)C1CCN(C(=O)C2CC(=O)N(c3ccc(C)cc3)C2)CC1 (stereo not given),3.1,0.8,-0.7,3.1,-4.7,12.1,7.7,-15.3,0.2
CC(=O)Nc1c(Br)cc2c(c1Br)Cc1cc([N+](=O)[O-])ccc1-2,-11.1,nt,-2.8,4.9,nt,19.0,nt,nt,nt
CCN1C(=O)/C(=C/c2ccc(OCc3ccc(C(=O)O)cc3)c(Cl)c2)NC1=S,-23.7,6.7,7.4,-104.4,11.8,18.4,-2.8,13.1,4.2
COc1ccccc1[C@@H]1C(c2cccc(C)c2)=NN(c2ccc(Br)cc2)[C@H]1C(=O)N1CCOC1=O,24.9,nt,-0.1,-61.9,nt,-385.4,-1.1,nt,12.1
COc1ccc(C(=O)Nn2cnc3scc(-c4cccs4)c3c2=O)c(O)c1,-48.8,-3.3,9.9,2.0,13.4,-23.7,-1.9,-7.0,-391.3
N#Cc1c(-n2ccnc2)cccc1-n1ccnc1,0.8,5.5,-5.6,0.7,10.6,24.9,2.7,3.4,-8.0
C=CCN(C(=O)CNS(=O)(=O)c1ccccc1)C(C(=O)NCCOC)c1cccnc1 (stereo not given),-28.0,1.4,-0.5,-3.4,15.2,2.2,3.7,-6.1,-6.6
C/C(N)=C(/C#N)C(=O)CSc1nnc(C)n1-c1ccccc1,2.4,-6.4,-8.2,3.1,0.0,-3.1,6.8,11.5,1.5
COc1ccc(N(C)S(=O)(=O)c2cccc(C(=O)NC3CCCCCC3)c2)cc1,8.8,4.8,1.2,1.4,14.3,13.9,6.7,1.7,-4.4
C[C@H]1CN([C@@H](C)CO)C(=O)c2cc(NC(=O)Cc3ccccc3)ccc2O[C@H]1CN(C)Cc1ccccc1,-0.7,8.7,-1.6,1.5,16.6,-2.6,-7.9,-7.1,0.1
CCc1ccc(NC(=O)C(NS(=O)(=O)c2cccc3nsnc23)c2ccccc2)cc1 (stereo not given),-1.0,-4.2,8.2,1.3,12.1,5.6,-5.2,-7.2,19.6
Cc1cccc(OCCCn2ccnc2)c1,-16.1,-1.2,-7.7,0.7,0.4,14.3,5.0,-9.1,0.5
Cc1cc(C)nc(NS(=O)(=O)c2ccc(NC(=O)c3snnc3C)cc2)n1,-21.4,-8.3,-1.8,2.2,6.3,18.5,6.8,-6.9,4.2
Cc1cc([N+](=O)[O-])nn1CCCC(=O)Nc1c(C)n(C)n(-c2ccccc2)c1=O,-4.0,5.0,1.5,1.0,0.7,16.3,1.0,5.7,-16.7
CSc1ccc(/C=C(/NC(=O)c2ccco2)C(=O)N2CCCCCC2)cc1,14.2,8.7,0.6,0.7,19.5,-82.5,0.7,-1.4,16.5
Cc1c(C(=O)NCC2CCCO2)oc2ccc3c(c12)C(=O)CC(C)(C)O3 (stereo not given),-12.0,-4.3,-5.8,-1.5,12.9,-190.2,6.6,-6.2,0.5
CCc1noc(C)c1C(=O)Nc1nc(-c2ccc(OC)cc2)cs1,13.6,-8.4,0.5,-2.4,5.1,-3.4,-6.8,-12.1,4.2
COc1ccc(-n2cnc3scc(-c4ccccc4)c3c2=O)cc1,5.0,6.0,-4.9,0.9,11.7,15.8,-7.5,-3.5,17.6
CCN1CCN(CCOCCOc2ccccc2)CC1,-0.4,-6.2,2.5,1.3,20.0,9.5,-11.6,-8.0,-5.2
CCCCn1c(N)c(N(CCOC)C(=O)c2sc3ccccc3c2Cl)c(=O)[nH]c1=O,3.6,-6.3,-2.5,-7.5,4.0,7.1,6.0,-21.3,-3.7
CCOc1ccc(C(=O)NCc2ccco2)cc1OCC,-9.2,6.9,-3.4,-1.1,24.3,16.8,4.8,9.7,1.1
CCCCCSc1nnc(N)s1,-0.2,-2.3,-0.2,0.5,6.6,10.4,4.0,-5.7,-13.9
CCOC(=O)c1cc(C#N)c(SCc2ccc(C#N)cc2)nc1C,-14.9,-4.7,6.2,1.8,13.6,15.9,2.6,-1.8,11.9
CCOC(=O)c1ccc(NCc2nc3ccccc3n2C)cc1,4.9,61.1*,4.0,2.7,32.6,8.7,79.1*,46.4,5.4
CCn1c(NCCc2ccc(OC)c(OC)c2)nc2c1c(=O)n(C)c(=O)n2C,-2.4,-8.6,-2.2,0.7,15.6,11.2,-11.4,-12.2,2.1
COc1ccc(Br)cc1C(=O)Nc1nnn(C)n1,-11.2,1.4,-3.5,0.5,8.3,13.1,5.2,12.0,-13.4

More entries
SMILES,PfGluPho inh,SENP8 block-1,HKDC1 inhibitor,SENP1 FRET inh,NALP3 yeast inh,SENP8 block-2,SENP7 inh,SENP6 inh,Apaf-1 inh
CC(C)[C@@H](CSc1ccccc1)N1CCN(Cc2ccccc2)CCC1=O,4.0,-3.5,-1.5,1.9,28.8,4.8,-10.6,-16.9,0.9
CC(Oc1cc2oc(=O)c3c(c2cc1Cl)CCC3)C(=O)NCC1CCC(C(=O)O)CC1 (stereo not given),12.7,1.3,-2.2,0.2,-0.5,-36.5,-1.3,2.9,-9.4
CO/N=C(/CNC(=O)c1ccc(F)cc1)c1ccc(Cl)cc1,3.8,-4.4,-0.9,0.3,7.8,25.0,-14.8,1.2,3.5
CC(=O)N1CCN(S(=O)(=O)c2cccc(C(=O)NCc3ccc(F)cc3)c2)CC1,-6.6,-4.7,-6.5,0.8,9.9,13.5,6.3,6.7,1.5
Cc1cc(NS(=O)(=O)c2ccc(NC(=S)NC(=O)c3cccnc3)cc2)no1,-22.2,7.8,4.9,2.6,7.5,13.7,6.9,-1.1,-17.5
FC(F)Sc1ccc(-n2cc(-c3ccc(Cl)cc3)[n+]3c2CCC3)cc1,-6.2,1.2,11.1,1.3,10.5,7.8,4.4,-1.7,4.0
OCC#Cc1ncc(C(F)(F)F)cc1Cl,-13.5,-0.1,2.5,-2.9,4.5,29.7,-5.4,-14.0,-1.8
C/C(CC(=O)Nc1ccc2c(c1)OCCO2)=N\NC(=O)COc1ccccc1,4.4,5.6,-3.8,-0.3,10.6,-2.4,-0.7,-10.8,-1.3
COc1cc2c(cc1OC)C(C)N(C(=O)c1sc(-c3cnccn3)nc1C)CC2 (stereo not given),-11.5,-4.2,2.8,nt,0.6,nt,2.2,-20.0,-10.1
COC(=O)CCC(=O)OC1(C)C(=O)C=C2C=C(C3CC3)N(Cc3ccc4c(c3)OCO4)C=C2C1=O (stereo not given),49.0,-6.5,23.7,-61.6,7.4,-58.4,-8.1,8.7,32.1
c1cncc(-c2nc(N3CCCCCC3)c3ccccc3n2)c1,-9.8,12.4,2.7,-1.8,1.7,-16.3,8.9,1.3,13.6
O=S(=O)(Nc1ncccn1)c1ccccc1,-11.9,-2.4,0.8,0.5,12.2,-4.6,-5.2,4.5,-2.3
COc1ccc(C(=O)C23CC4CC(C2)CC(C(=O)c2ccc(OC)cc2)(C4)C3)cc1,27.2,3.1,-8.5,0.2,6.2,10.3,4.0,2.9,3.3
Cc1snc(SCc2cccc(Cl)c2)c1C#N,-11.5,-12.0,5.8,1.0,30.4,2.6,1.0,-7.6,10.9
CC1N(O)C(C)(C)C(c2ccccc2)=[N+]1[O-] (stereo not given),-13.2,-7.4,-2.4,3.3,-4.2,31.7,-6.4,-9.6,1.3

Arranged by the number under SENP8 block-2 (smallest number first): three from the list above
| SMILES | PfGluPho inh | HKDC1 inhibitor | SENP1 FRET inh | NALP3 yeast inh | SENP8 block-2 | SENP7 inh | SENP6 inh |
| --- | --- | --- | --- | --- | --- | --- | --- |
| COC(=O)CCC(=O)OC1(C)C(=O)C=C2C=C(C3CC3)N(Cc3ccc4c(c3)OCO4)C=C2C1=O (stereo not given) | 49.0 | 23.7 | -61.6 | 7.4 | -58.4 | -8.1 | 8.7 |
| C/C(CC(=O)Nc1ccc2c(c1)OCCO2)=N\NC(=O)COc1ccccc1 | 4.4 | -3.8 | -0.3 | 10.6 | -2.4 | -0.7 | -10.8 |
| FC(F)Sc1ccc(-n2cc(-c3ccc(Cl)cc3)[n+]3c2CCC3)cc1 | -6.2 | 11.1 | 1.3 | 10.5 | 7.8 | 4.4 | -1.7 |
